# NCOA3 inh – inhibits human SRC3 coactivator. inhibition, % at 3.6 µM. hit rate 0.17% among 360,000. Q9Y6Q9. HEK293 GAL4-SRC3 luciferase reporter, luminescence;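 active = inhibition above a per-campaign cutoff, the mean of all compounds plus 3 SD, cut at about 60% in these data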;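 note: 0% = DMSO-treated cells and 100% = gossypol-treated cells at 36 µM; higher means less SRC3-driven luciferase light from the GAL4 reporter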
# CF NFkB inh – inhibitors of cystic fibrosis induced NF-kB | KKLEB NF-kB-GFP reporter, PAF-induced, GFP fluorescence overnight | inhibition, % at 5 µM | hit rate 0.86% among 360,000 | AID 588850;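 active = at least 50% inhibition at 5 µM, scaled per plate between neutral and stimulator controls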;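 note: PAF is a Pseudomonas aeruginosa culture filtrate used as stimulus; plate controls were PAF-stimulated DMSO wells for no effect and unstimulated DMSO wells for full effect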
# SRC1 inh – inhibitors of human steroid receptor coactivator 1 (SRC1). Q15788. hit rate 0.12% among 360,000. inhibition, % at 3.6 µM. HEK293 GAL4-SRC1 luciferase reporter, luminescence;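 active = inhibition above the campaign mean plus 3 SD, with each screening campaign given its own cutoff, cut at about 60% in these data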;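 note: 0% = DMSO treated cells and 100% = gossypol at 36 µM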
# COUP-TFII inh – inhibitors of human COUP-TFII (NR2F2). P24468. HEK293T NGFI-A luciferase reporter, luminescence. inhibition, % at 8.6 µM. hit rate 0.7% among 370,000;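 active = inhibition above a per-plate cutoff, mean inhibition of test wells between control levels plus 3 SD, cut at about 38% in these data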;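 note: cells cotransfected with COUP-TFII expression vector driving the NGFI-A reporter; 0% = median of COUP-TF2 test wells and 100% = reporter-only cells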
# Target sequence (P24468 whole entry, looked up): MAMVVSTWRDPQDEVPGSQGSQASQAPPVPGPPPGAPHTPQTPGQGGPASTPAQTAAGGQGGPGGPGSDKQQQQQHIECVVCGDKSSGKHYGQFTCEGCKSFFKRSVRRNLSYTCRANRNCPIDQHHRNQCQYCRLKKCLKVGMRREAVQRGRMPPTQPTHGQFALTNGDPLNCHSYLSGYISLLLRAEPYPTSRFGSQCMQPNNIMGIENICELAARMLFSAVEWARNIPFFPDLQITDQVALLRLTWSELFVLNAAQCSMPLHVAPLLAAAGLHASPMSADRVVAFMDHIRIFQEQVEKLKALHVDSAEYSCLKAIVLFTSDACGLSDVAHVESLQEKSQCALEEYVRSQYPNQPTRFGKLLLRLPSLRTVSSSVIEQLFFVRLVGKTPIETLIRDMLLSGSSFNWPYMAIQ
# SRC2 inh – inhibits human steroid receptor coactivator 2; inhibition, % at 9 µM; Q15596; HEK293 GAL4-SRC2 luciferase reporter, luminescence; hit rate 0.17% among 370,000; AID 651957;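 active = inhibition above the mean inhibition of all tested compounds plus 3 SD, set per campaign, cut at about 52% in these data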;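 note: 0% = DMSO treated cells and 100% = cells given Gossypol at 36 µM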
# KKLEB cytotox – counter-screen for CF NF-kB inhibitors: cytotoxicity; AID 602141; activity change (cytotoxicity), % at 5 µM; hit rate 0.36% among 360,000; KKLEB CF airway cells viability, ATPlite luminescence, overnight; active compounds read low; cells stimulated with P. aeruginosa culture filtrate;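 active = corrected activity change at or below -50% at 5 µM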
# TRAIL sens C8 – sensitizes caspase-8 expressing cells to TRAIL. NB7+C8 cells + TRAIL, ATPlite viability luminescence. inhibition (viability loss, TRAIL sensitization), % at 10 µM. hit rate 1% among 360,000;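 active = compounds causing at least 50% loss of cell viability in the single-dose screen, relative to plate controls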
# TWEAK-Fn14 inh – inhibitors of TWEAK-Fn14 interaction signaling; TWEAK-stimulated Fn14 reporter cells, luciferase luminescence, 8 h; hit rate 2% among 360,000; inhibition, % at 10 µM; AID 1159606; in the data active = inhibition above about 50%
# EBV LMP1 NFkB – reduces LMP1-driven NF-kappaB luciferase signal. LMP1-induced NF-kappaB luciferase reporter cells, luminescence. inhibition, % at 12.5 µM. hit rate 0.69% among 350,000; in the data active = inhibition above about 41%;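 note: 0% = neutral control wells and 100% = reference inhibitor control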
# NR5A2 inv ag – NR5A2 inverse agonism in reporter assay; O00482; HEK293T StAR-luciferase reporter, LRH-1 transfected, 24 h; inhibition, % at 3.6 µM; hit rate 0.13% among 360,000; AID 602396;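 active = inhibition above the mean inhibition of all tested compounds plus 3 SD, cut at about 73% in these data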;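 note: 0% = DMSO wells and 100% = reporter-only cells lacking LRH-1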
# Target sequence (O00482 whole entry, looked up): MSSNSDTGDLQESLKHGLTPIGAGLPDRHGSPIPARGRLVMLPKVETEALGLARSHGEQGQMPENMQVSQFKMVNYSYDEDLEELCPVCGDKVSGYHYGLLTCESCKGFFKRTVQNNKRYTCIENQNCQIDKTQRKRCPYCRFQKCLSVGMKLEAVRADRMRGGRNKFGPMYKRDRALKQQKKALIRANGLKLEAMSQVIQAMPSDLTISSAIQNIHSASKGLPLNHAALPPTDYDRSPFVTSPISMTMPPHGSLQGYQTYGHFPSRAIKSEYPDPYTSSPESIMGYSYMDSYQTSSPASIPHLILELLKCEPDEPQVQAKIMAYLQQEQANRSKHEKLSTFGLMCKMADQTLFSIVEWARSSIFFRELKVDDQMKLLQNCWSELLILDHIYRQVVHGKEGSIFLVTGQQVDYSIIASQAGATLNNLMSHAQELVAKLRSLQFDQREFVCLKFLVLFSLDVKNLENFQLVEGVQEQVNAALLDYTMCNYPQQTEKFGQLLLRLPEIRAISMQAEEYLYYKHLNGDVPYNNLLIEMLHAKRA
# TROY signal inh – inhibitors of TROY-dependent NF-kB signaling | Q293 LMP1-TROYcd NF-kB luciferase reporter, 4 h | inhibition, % at 10 µM | hit rate 0.98% among 360,000;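 active = compounds whose plate-normalised and pattern-corrected inhibition of the luciferase reporter signal at the single screening dose is 50% or more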
# Numbers without * were called inactive; · = no result given; & = joins results of further samples. Not all compounds are listed (hit frequency here may not be typical).
# Start of the listing, in advance (10 entries):
# Labels used below: A = NCOA3 inh; B = CF NFkB inh; C = SRC1 inh; D = COUP-TFII inh; E = SRC2 inh; F = KKLEB cytotox; G = TRAIL sens C8; H = TWEAK-Fn14 inh; I = EBV LMP1 NFkB; J = NR5A2 inv ag; K = TROY signal inh
COc1ccc2c(c1OC)C(=O)OC2c1c(O)n(Cc2ccc(F)cc2)c(=O)[nH]c1=O (stereo unspecified)
  A: 15	B: 16	C: -8	D: 7	E: 8	F: -3	G: -4	H: 3	I: -5	J: 4	K: 10
Cc1cc(OCc2cc(C(=O)O)oc2C)c2c3c(c(=O)oc2c1)CCCC3
  A: 5	B: 0	C: -24	D: -12	E: -3	F: -13	G: 5	H: -7	I: -8	J: 16	K: -18
O=C(c1cnn2c(C(F)(F)F)cc(-c3ccccc3)nc12)N1CCC2(CC1)OCCO2
  A: -1	B: -6	C: 2	D: 4	E: -12	F: -5	G: 0	H: -19	I: 3	J: -10	K: 11
COc1ccccc1-n1c(-c2ccoc2)nc2ccccc2c1=O
  A: 8	B: -6	C: 4	D: 1	E: -45	F: 10	G: 7	H: -3	I: -8	J: 3	K: -53
CCOc1ccc(NC(=O)CCNC(=O)N2C[C@H]3C[C@@H](C2)c2cccc(=O)n2C3)cc1
  A: 15	B: 3	C: -1	D: -19	E: -18	F: 10	G: 6	H: -9	I: 3	J: -7	K: 5
O=C1CC(=O)N(Cc2ccccc2)C(=O)N1Cc1ccccc1
  A: -20	B: -10	C: -16	D: 12	E: 18	F: 11	G: 9	H: 22	I: -1	J: 2	K: 15
O=C1CN(O)C(c2ccccc2)=c2cc(Br)ccc2=N1
  A: 0	B: 12	C: 4	D: -9	E: 18	F: -7	G: -6	H: -1	I: -1	J: -1	K: 4
COC(=O)C1=C(c2cccc(OCc3ccccc3)c2)C[C@@H]2CC[C@H]1N2C(=O)NCCN1CCOCC1
  A: -13	B: -10	C: 2	D: 0	E: 8	F: -1	G: -18	H: 5	I: 2	J: -12	K: 2
CCCCCCN1CCN(c2ccccc2Cl)CC1
  A: 15	B: -8	C: 9	D: -15	E: -18	F: -3	G: -3	H: 11	I: 1	J: 8	K: 11
CCOC(=O)[C@]12Cc3ccccc3[C@H]1N(C(C)C)C(=O)c1ccccc12
  A: ·	B: ·	C: ·	D: 2	E: 8	F: ·	G: 29	H: 22	I: ·	J: -49	K: 17

# Main list, previewed entries included:
# Labels used below: A = NCOA3 inh; B = CF NFkB inh; C = SRC1 inh; D = COUP-TFII inh; E = SRC2 inh; F = KKLEB cytotox; G = TRAIL sens C8; H = TWEAK-Fn14 inh; I = EBV LMP1 NFkB; J = NR5A2 inv ag; K = TROY signal inh
COc1ccc2c(c1OC)C(=O)OC2c1c(O)n(Cc2ccc(F)cc2)c(=O)[nH]c1=O (stereo unspecified)
  A: 15	B: 16	C: -8	D: 7	E: 8	F: -3	G: -4	H: 3	I: -5	J: 4	K: 10
Cc1cc(OCc2cc(C(=O)O)oc2C)c2c3c(c(=O)oc2c1)CCCC3
  A: 5	B: 0	C: -24	D: -12	E: -3	F: -13	G: 5	H: -7	I: -8	J: 16	K: -18
O=C(c1cnn2c(C(F)(F)F)cc(-c3ccccc3)nc12)N1CCC2(CC1)OCCO2
  A: -1	B: -6	C: 2	D: 4	E: -12	F: -5	G: 0	H: -19	I: 3	J: -10	K: 11
COc1ccccc1-n1c(-c2ccoc2)nc2ccccc2c1=O
  A: 8	B: -6	C: 4	D: 1	E: -45	F: 10	G: 7	H: -3	I: -8	J: 3	K: -53
CCOc1ccc(NC(=O)CCNC(=O)N2C[C@H]3C[C@@H](C2)c2cccc(=O)n2C3)cc1
  A: 15	B: 3	C: -1	D: -19	E: -18	F: 10	G: 6	H: -9	I: 3	J: -7	K: 5
O=C1CC(=O)N(Cc2ccccc2)C(=O)N1Cc1ccccc1
  A: -20	B: -10	C: -16	D: 12	E: 18	F: 11	G: 9	H: 22	I: -1	J: 2	K: 15
O=C1CN(O)C(c2ccccc2)=c2cc(Br)ccc2=N1
  A: 0	B: 12	C: 4	D: -9	E: 18	F: -7	G: -6	H: -1	I: -1	J: -1	K: 4
COC(=O)C1=C(c2cccc(OCc3ccccc3)c2)C[C@@H]2CC[C@H]1N2C(=O)NCCN1CCOCC1
  A: -13	B: -10	C: 2	D: 0	E: 8	F: -1	G: -18	H: 5	I: 2	J: -12	K: 2
CCCCCCN1CCN(c2ccccc2Cl)CC1
  A: 15	B: -8	C: 9	D: -15	E: -18	F: -3	G: -3	H: 11	I: 1	J: 8	K: 11
CCOC(=O)[C@]12Cc3ccccc3[C@H]1N(C(C)C)C(=O)c1ccccc12
  A: ·	B: ·	C: ·	D: 2	E: 8	F: ·	G: 29	H: 22	I: ·	J: -49	K: 17
Oc1cccc(/C=N/NP(=S)(c2ccccc2)c2ccccc2)c1
  A: -6	B: 0	C: 4	D: -16	E: -23	F: 4	G: -7	H: -14	I: -2	J: 12	K: -48
CCc1cc2c(N3CCN(C)CC3)ncnc2s1
  A: -2	B: 3	C: 5	D: 1	E: 12	F: 12	G: 7	H: -3	I: -7	J: -9	K: 17
CCC(=NCCCN(CC)CC)c1c(O)n(C2CCCCC2)c(=O)[nH]c1=O
  A: -6	B: 6	C: -7	D: 4	E: 2	F: -9	G: -8	H: -13	I: 1	J: 0	K: 17
CC12CCC(=O)C=C1CC(N1CC1)C1C2CCC2(C)C(O)CCC12 (stereo unspecified)
  A: -17	B: -10	C: 9	D: 0	E: -2	F: 6	G: -1	H: 8	I: -3	J: -12	K: 10
OC1(c2ccc(F)cc2)CC2CCC(C1)N2Cc1nnnn1C1CCCCC1 (stereo unspecified)
  A: 4	B: -4	C: 14	D: -6	E: 20	F: 6	G: 1	H: -36	I: -4	J: 38	K: 3
O=Cc1c(C(=O)O)n(Cc2ccc(Cl)cc2)c2ccccc12
  A: 21	B: 16	C: 0	D: 1	E: 1	F: -2	G: -10	H: 6	I: 2	J: 19	K: 18
Cc1cccc(C)c1OP(N)(=O)Oc1c(C)cccc1C
  A: 10	B: 11	C: 17	D: 6	E: 20	F: -23	G: 10	H: 4	I: -10	J: -10	K: 7
COC(=O)C1=C(c2cccc(OC)c2OC)C[C@@H]2CC[C@H]1N2C(=O)NCc1ccccc1
  A: 6	B: 4	C: -17	D: 10	E: 13	F: 7	G: -5	H: 15	I: -2	J: 1	K: -21
CCN1CCc2ccccc2C1
  A: 15	B: 6	C: 14	D: 20	E: -18	F: 3	G: 11	H: -7	I: -3	J: 4	K: 22
NNCc1ccccc1
  A: -36&-78	B: -35&7	C: -15&-97	D: -4&-22	E: 8&-46	F: 5&1	G: -5&-12	H: -52&1	I: -1	J: -6&-138	K: -36&-20
Cc1ccccc1C(=O)N1Cc2cnnn2-c2ccccc2C1C#N (stereo unspecified)
  A: 2	B: -8	C: 9	D: 15	E: 23	F: 14	G: 8	H: 9	I: 2	J: 9	K: -6
CN=C(SCc1cc2c(cc1Cl)OCO2)c1c(O)n(C)c(=O)n(C)c1=O
  A: 15	B: 9	C: -4	D: 12	E: 12	F: 0	G: -5	H: -6	I: 5	J: 29	K: 18
O=[N+]([O-])c1ccc(N2CCCCCC2)c2ncccc12
  A: -2	B: 3	C: 14	D: -7	E: -3	F: 11	G: 9	H: -12	I: 7	J: 11	K: -5
O=c1[nH]c(=S)n(-c2cccc(Cl)c2)c(O)c1C=NCCN1CCNCC1
  A: -4	B: -8	C: -29	D: -6	E: 3	F: 2	G: -5	H: 9	I: -12	J: 3	K: 15
CSc1ccc(C(=O)C2CCCN(Cc3cccnc3)C2)cc1 (stereo unspecified)
  A: 7	B: 0	C: 7	D: 3	E: 12	F: 1	G: 4	H: 19	I: 8	J: 1	K: -2
O=C(COc1ccc2ccc(=O)oc2c1)N1CCC(C(=O)O)(c2ccccc2)CC1
  A: -2	B: 1	C: 0	D: 9	E: 11	F: 4	G: -1	H: 11	I: 0	J: 5	K: 2
Cc1nn(Cc2ccccc2)c(C)c1C=C1C(=O)NC(=O)NC1=O
  A: 7	B: -12	C: 7	D: -37	E: -12	F: 15	G: 13	H: -10	I: -1	J: 0	K: -4
S=P(Nn1cnnc1)(c1ccc(Br)cc1)c1ccc(Br)cc1
  A: 4	B: 8	C: -31	D: 8	E: 26	F: -16	G: -2	H: 2	I: 2	J: 4	K: 2
CC1(C)CC(=O)C(C=NCCN2CCN(C(=O)Cc3ccccc3)CC2)=C(O)C1
  A: -2	B: -9	C: 1	D: 15	E: -20	F: 0	G: -9	H: 16	I: -3	J: 8	K: 4
c1ccc(-c2nnc(C3CC(c4cccnc4)=NO3)o2)cc1 (stereo unspecified)
  A: -16	B: 17	C: -8	D: 9	E: 3	F: -6	G: 11	H: -4	I: -6	J: -5	K: -13
CCNC(=O)NC(=O)C(C)OC(=O)c1c(C)nn(Cc2ccccc2Cl)c1Cl (stereo unspecified)
  A: 18	B: 16	C: 7	D: 13	E: 5	F: -10	G: 4	H: 5	I: 0	J: 6	K: 2
CCOC(=O)[C@]12Cc3cc(Cl)ccc3[C@H]1N(C(C)C)C(=O)c1ccccc12
  A: ·	B: ·	C: ·	D: 41*	E: -4	F: ·	G: 71*	H: 78*	I: ·	J: 34	K: 40
Cc1ncoc1C(=O)NCC1=C(c2cccc3ccccc23)C[C@@H]2CC[C@H]1N2Cc1ccco1
  A: 0	B: 23	C: -8	D: -19	E: -9	F: -8	G: 15	H: -1	I: 16	J: 5	K: -5
O=[N+]([O-])c1cccc2c([As](=O)(O)O)cccc12
  A: 7	B: 9	C: 1	D: -5	E: -10	F: -1	G: -4	H: 17	I: -5	J: 3	K: -16
NP(=O)(Oc1ccc(Cl)cc1)Oc1ccc(Cl)cc1
  A: 13	B: 2	C: -9	D: 6	E: 3	F: -5	G: 5	H: -7	I: -4	J: -6	K: 12
Cc1ccc(-n2c(O)c(C=Nc3ccc(Br)cn3)c(=O)[nH]c2=O)cc1
  A: 0	B: 1	C: 12	D: -1	E: -9	F: 2	G: 1	H: -4	I: 11	J: 3	K: 18
CCN(CC)CCN=C(C)c1c(O)n(-c2ccccc2OC)c(=O)[nH]c1=O
  A: 4	B: -4	C: 5	D: 19	E: -27	F: 1	G: -6	H: 8	I: 0	J: -3	K: 16
O=C1CCC2(O)C3Cc4ccc(O)c5c4C2(CCN3Cc2ccoc2)C1O5 (stereo unspecified)
  A: 0	B: -22	C: -51	D: -6	E: 9	F: 10	G: 11	H: -23	I: -6	J: 4	K: -10
Cc1ccc2c(c1)C1CN(C)CCC1N2C(=O)c1cccs1 (stereo unspecified)
  A: 14	B: -4	C: -13	D: 1	E: -9	F: 6	G: -13	H: -10	I: -1	J: 1	K: 5

# Screening results from PubChem BioAssay.
